Growth percent in the NCI-60 one-dose screen (48 h, 10 µM unless noted): 100 = growth as untreated, 0 = no growth, -100 = all killed.
HCT-15 – HCT-15 colon cancer; actives 5.2% (n = 82,000)
HT29 – HT29 colon cancer; actives 7.4% (n = 81,000)
HCT-116 – HCT-116 colon cancer; actives 7.3% (n = 82,000); AID 1794798
SN12C – SN12C renal cancer cells; actives 3.8% (n = 81,000); AID 1794767
UO-31 – UO-31 renal cancer. AID 1794768. actives 5.2% (n = 81,000)
786-0 – 786-0 renal cancer cells; actives 5.1% (n = 81,000)
TK-10 – TK-10 renal cancer cells | actives 3.9% (n = 81,000)
SW-620 – SW-620 colon cancer. AID 1794795. actives 5.2% (n = 82,000)
HCC-2998 – HCC-2998 colon cancer | actives 4.7% (n = 79,000)
Numbers without * were called inactive; nt = not tested or not shown; & = joins results of further samples; [ ] = remark or other dose. The calls were made as follows: active = growth percent below 10; inactive = the rest.

SMILES	HCT-15	HT29	HCT-116	SN12C	UO-31	786-0	TK-10	SW-620	HCC-2998
CCN(CC)CCOc1nc2ccc(OC)cc2c2c1-c1ccc(OC)cc1C2=O	-59*	-61*	-98*	29	-44*	26	8.7*	-59*	39
CCOC(=O)c1ccc(N2C(=O)CC(Sc3ccccc3N)C2=O)cc1 (stereo not given)	76	108	81	96	76	105	nt	87	100
O=C1NN(c2ccccc2)C(c2ccccc2)N2CCC[C@@H]12 (stereo not given in full)	106	79	86	102	89	97	95	103	109
Nc1nc2nc(-c3cccc(Nc4ccnc5cc(Cl)ccc45)c3)cc(-c3ccc(Cl)cc3)c2c(=O)[nH]1	101	102	98	94	82	97	128	104	92
N/C(=N\N=C\c1ccccc1)c1c(N)nc(=S)[nH]c1-c1ccc(Cl)cc1Cl	101	108	103	96	90	92	140	109	105
CN(C)c1ccc(/C=C2\CCc3ccccc3C2=O)cc1Br	92	91	83	103	80	87	96	101	101
Cc1ccc(N=Cc2ccccc2O)cc1C	106	109	113	110	98	103	113	106	110
Cn1c(N2N=C(c3ccccc3)CC2c2ccc(Cl)cc2)nc(-c2ccccc2)c(C#N)c1=O (stereo not given)	65	87	70	75	47	90	117	95	92
CC(C)OC(=O)[C@]12CCC(C)(C)C[C@H]1C1=CC[C@@H]3[C@@]4(C)CCC(=O)C(C)(C)[C@@H]4CC[C@@]3(C)[C@]1(C)CC2	113	105	105	96	82	103	98	101	105
Cn1c(-c2cnc3[nH]ncc3c2)nnc1N1CCC(c2cccc(F)c2F)CC1	102	100	98	97	87	97	92	101	105
COc1ccc(C(=O)C/C(=C\c2cc(OC)c(OC)c(OC)c2)C(=O)NCc2ccccc2)cc1	86	91	88	87	62	96	80	98	101
O=C(N/N=C/c1cccc([N+](=O)[O-])c1)c1cccc2ccccc12	83	89	100	100	87	98	122	96	106
Fc1ccc(-c2cn3nc(-c4c[nH]c5ccc(Br)cc45)sc3n2)cc1	60	75	74	91	53	105	79	92	88
COc1cc(CNC(=O)/C=C/c2ccccc2)ccc1OCc1cn(-c2ccc(Br)cc2)nn1	91	103	83	90	68	89	97	91	89
C=CCc1cc2c(cc1COCCOCCOCCCC)OCO2	102	102	90	94	83	100	112	101	95
COC(=O)/C=C1\S/C(=N\NC(=O)c2cc3ccc2/C=C\c2ccc(cc2)/C=C\3)N(c2cccnc2)C1=O	88	92	94	91	78	91	118	89	109
Oc1ccc2c(=S)cc(-c3ccc(Br)cc3)oc2c1O	8.0*	64	-22*	-4.1*	17	28	103	5.2*	74
CCCCCc1cc[n+](CC(=O)c2cccs2)cc1	98	89	86	100	99	88	95	105	98
CC1=C/C(=N/O)CC(C)(C)C1	116	98	104	100	91	106	102	107	106
CN1CCN(CCNC(=O)Nc2ncccc2OCc2cccc(Cl)c2)CC1	95	90	86	108	73	96	97	94	107
COC(=O)c1[nH]nc2c1C1(C(=O)Nc3ccccc31)C(C#N)=C(N)O2 (stereo not given)	103	117	101	97	85	106	116	100	105
O=C(/C=C/c1ccc(I)cc1)c1c(O)ccc2ccccc12	89	85	99	95	68	101	159	99	120
CCCCCC(=O)Nc1ccc(S(=O)(=O)NO)cc1	107	78	82	100	79	100	80	104	90
O=C(Nc1cnc2ccccc2c1)c1cc(C(=O)c2ccc(Br)cc2)n2ccccc12	100	94	67	90	96	95	116	93	87
C=CCn1c(SCC(=O)Nc2ccc(C(=O)/C=C/c3ccc(OC)cc3)cc2)nnc1-c1cc(OC)c(OC)c(OC)c1	70	84	28	67	40	80	94	90	103
CC(=O)Nc1ccc(I)cc1C(=O)O	105	108	97	98	93	102	106	95	nt
O=C(c1ccc2ncc(-c3nc(NC4CC4)ncc3F)n2c1)N1CCOCC1	24	26	0.2*	30	-33*	9.1*	42	10	71
COc1cc(C2CC(c3cccc(Nc4ccncc4)c3)=Nc3c(N)nc(N)nc3N2)cc(OC)c1OC (stereo not given)	99	98	93	92	93	98	98	95	110
O=C(/C=C/c1ccc(B(O)O)cc1)/C=C/c1ccc(B(O)O)cc1	8.0*	-8.2*	-94*	58	-72*	-73*	99	-25*	-77*
Cc1ccc(S(=O)(=O)n2ccc(-c3ccc(OCCCF)cc3)n2)cc1	93	86	86	80	66	90	63	103	94
O=c1c2sc3ncc(Cl)cc3c2nnn1-c1ccccc1	99	99	91	102	100	92	92	99	88
C=C(C)[C@H]1CC/C(C)=C/CC[C@]2(C)O[C@H]2CC/C(C=O)=C\C1O (stereo not given in full)	118	98	105	101	58	115	106	108	111
CNC(C)[C@@H]1CC[C@@H](N)[C@@H](OC2[C@@H](N)C[C@@H](N)[C@H](OC3OC[C@](C)(O)[C@H](NC)[C@H]3O)[C@H]2O)O1 (stereo not given in full)	133	107	107	65	116	112	nt	106	101
O=C(Nc1sc2c(c1C(=O)O)CCCC2)c1ccc([N+](=O)[O-])cc1	101	100	92	99	83	99	105	102	100
N#C/C(=C\N1CCc2ccccc2C1)S(=O)(=O)c1ccccc1	136	92	107	94	95	96	118	115	117
O=C(NCc1ccco1)Nc1ccc(Cl)cc1	103	96	101	100	93	98	100	104	100
Nc1ccc2c(c1Br)Cc1ccccc1-2	70	111	98	87	54	107	123	98	99
N#Cc1ccc(Cn2cc(CSc3nc4ccccc4s3)nn2)cc1	94	102	96	100	80	99	89	98	101
O=[N+]([O-])c1ccc(N=Nc2ccc(O)c3c(O)cc(S(=O)(=O)O)cc23)cc1S(=O)(=O)O	99	107	106	106	84	113	104	112	102
CCOC(=O)c1c2c(cn1Cc1ccc(OC)c(OC)c1)-c1oncc1CC2	102	103	92	101	86	93	102	105	126
COc1cc(C2C3=C(COC3=O)N(CCO)c3cc4c(cc32)CCC4)cc(OC)c1O (stereo not given)	18	0.7*	8.9*	33	50	27	45	12	-22*
Oc1ccc(Cl)cc1Cc1cc(Cl)cc(Cl)c1O	41	107	37	20	45	59	79	28	71
Cc1nn(-c2ccccc2)c2nc(Cl)c(/C=C/C(=O)c3ccccc3)c(-c3ccccc3)c12	101	103	95	102	82	106	121	112	103
C=C(CBr)[C@@H]1CC[C@]2(C(=O)OC)CC[C@]3(C)[C@H](CC[C@@H]4[C@@](C)(CCC#N)[C@H](C(=C)CBr)CC[C@]43C)[C@@H]12	80	85	58	73	62	94	100	85	99
CCCCCCCCCCCCCCCCCCOc1ccc(CC(=O)NCC[N+](C)(C)C)cc1	89	68	79	82	82	90	50	98	73
CC(C)OCCCNC1=C(Cl)C(=O)c2ccccc2C1=O	95	108	91	86	87	104	139	111	108
O=c1cc2oc3cc(O)c(O)cc3c(-c3ccccc3)c-2cc1O	99&96	114&103	92&82	96&45	14	75	104&94	103&82	115&101
COc1ccc(C2=NN(c3nc(-c4ccc(F)cc4)c(C#N)c(=O)n3C)C(=O)CC2)cc1	115	111	104	94	85	104	103	108	102
Cc1ccc(C(=O)Nc2ccccc2N)cc1	88	79	63	64	37	75	nt	60	77
Oc1ccc(C#CCOc2ccccc2)cc1CNCCN(Cc1ccccn1)Cc1ccccn1	4.5*	25	9.8*	14	-2.5*	5.5*	26	16	28
Later entries.
SMILES	HCT-15	HT29	HCT-116	SN12C	UO-31	786-0	TK-10	SW-620	HCC-2998
COc1cc(NCCCCC(C)N)c2nccc(C)c2c1 (stereo not given)	94	76	99	87	38	84	99	93	64
c1csc(-c2ccc(CNc3c4ccccc4nc4ccccc34)cc2)c1	-66*	-47*	-83*	63	28	30	65	-72*	-87*
COc1cc(/C=C2/C(=O)Nc3cc(Cl)ccc32)ccc1O	65	100	69	85	60	98	160	96	100
CC12CCC3C(C)(CO)C(O)CCC3(C)C1CC(C1=CCOC1=O)O2 (stereo not given)	102	102	103	102	88	98	105	107	103
O=C(O)CCC(=O)c1ccc2c(c1)CCCC2	103&101	162&118	109&99	97&99	86&83	109&103	177&131	112&94	110&101
Cc1nc(N)nc(N)c1-c1ccc([N+](=O)[O-])cc1	85	75	57	100	88	107	97	61	109
CNC1=C([N+](=O)[O-])C(c2ccc(F)cc2OC)C(C#N)=C(c2ccc[nH]2)O1 (stereo not given)	103	114	94	93	86	103	117	100	108
NS(=O)(=O)c1ccc(C(=O)N2N=C(c3ccccc3)CC2c2ccccc2)cc1 (stereo not given)	99	103	104	91	79	87	106	103	106
O=C(CC(=O)c1ccccc1O)c1ccccc1	74	88	77	86	87	90	88	86	107
CC1(C)Oc2cc3oc(=O)ccc3cc2C[C@@H]1OCCOS(=O)(=O)c1ccc(C#N)cc1	93	97	110	92	83	100	101	89	103

Only 786-0 and SN12C, for 2 of the compounds above:
SMILES	786-0	SN12C
CNC1=C([N+](=O)[O-])C(c2ccc(F)cc2OC)C(C#N)=C(c2ccc[nH]2)O1 (stereo not given)	103	93
NS(=O)(=O)c1ccc(C(=O)N2N=C(c3ccccc3)CC2c2ccccc2)cc1 (stereo not given)	87	91

(further entries)
SMILES	HCT-15	HT29	HCT-116	SN12C	UO-31	786-0	TK-10	SW-620	HCC-2998
C/C(=N/NC(N)=S)C(=O)O	83	56	11	81	74	102	119	78	94
Cc1ccc2[nH]c(=S)[nH]c(=O)c2c1	106	102	101	100	92	95	85	103	98
C=C(C)[C@@H]1CC[C@]2(C(=O)N3CCN(C)CC3)CC[C@]3(C)[C@H](CC[C@@H]4[C@@]5(C)CC/C(=N/O)C(C)(C)[C@@H]5CC[C@]43C)[C@@H]12	83	61	70	92	82	87	103	88	97
Nc1nc(N)c(-c2ccc(Cl)c(Cl)c2)c(C=O)n1	nt	84	88	101	90	74	128	74	102
C=C(C)[C@@H]1CC[C@]2(C(=O)NCCNCCNCCN)CC[C@]3(C)[C@H](CC[C@@H]4[C@@]5(C)CC[C@H](O)C(C)(C)[C@@H]5CC[C@]43C)[C@@H]12	-25*[100 µM]	-40*[100 µM]	-27*[100 µM]	-54*[100 µM]	-100*[100 µM]	-84*[100 µM]	-67*[100 µM]	-87*[100 µM]	-90*[100 µM]
CCOC(=O)CC[C@H](NC(=O)c1ccc(NC(=O)Cn2cnc3c(c(SC)nn3-c3ccc(Br)cc3)c2=O)cc1)C(=O)OCC	100	108	94	102	100	91	113	97	110
COc1ccc(/C(Cl)=N/N=C(\Cl)c2cc(OC)c(OC)c(OC)c2)cc1O	59	84	63	96	75	98	103	101	96
Cc1ccnc(NS(=O)(=O)c2ccc(NC3Nc4nc5ccccc5nc4S3)cc2)n1 (stereo not given)	106	112	104	98	56	94	128	99	105
COc1ccc(NC(=O)C2c3ccccc3C(=O)N(CC(C)C)C2c2cccs2)cc1 (stereo not given)	99	101	93	92	108	99	98	92	93
CC(=O)c1ccc(-n2c(Sc3nc(-c4ccccc4)c(C#N)c(=O)[nH]3)cn3c4c(=O)n(C)c(=O)n(C)c4nc23)cc1	101	102	92	100	70	96	133	94	111

Brought forward from above: 4 compounds, followed by the next part.
SMILES	HCT-15	HT29	HCT-116	SN12C	UO-31	786-0	TK-10	SW-620	HCC-2998
COc1ccc(/C(Cl)=N/N=C(\Cl)c2cc(OC)c(OC)c(OC)c2)cc1O	59	84	63	96	75	98	103	101	96
Cc1ccnc(NS(=O)(=O)c2ccc(NC3Nc4nc5ccccc5nc4S3)cc2)n1 (stereo not given)	106	112	104	98	56	94	128	99	105
COc1ccc(NC(=O)C2c3ccccc3C(=O)N(CC(C)C)C2c2cccs2)cc1 (stereo not given)	99	101	93	92	108	99	98	92	93
CC(=O)c1ccc(-n2c(Sc3nc(-c4ccccc4)c(C#N)c(=O)[nH]3)cn3c4c(=O)n(C)c(=O)n(C)c4nc23)cc1	101	102	92	100	70	96	133	94	111
N#Cc1cnc(NCCc2ccncc2)nc1-n1cnc2ccccc21	37	49	25	65	33	40	20	59	58
COc1ccc(-c2cc(-c3c[nH]c4ccccc34)nc(N)c2C#N)cc1	24	45	41	71	54	41	108	48	77
COc1cc(CNCCCCCCN2C(=O)c3cccc4cccc(c34)C2=O)ccc1O	75	27	31	70	24	58	85	58	-21*
COc1ccc(-c2c[nH]c(C(=O)NCCO)c2-c2cc(OC)cc(OC)c2)cc1	93	110	99	97	77	96	110	95	100
C=C(C)C(=O)N(C)c1cccc(-c2ccccc2)c1C	105	107	101	99	89	101	98	101	108
Cc1ccc(OC2=C(C#N)C(=N)N3C(=NN2)Sc2c(C)ccc(C)c23)cc1	104	116	106	106	83	110	129	102	106
O=C(NCc1ccccc1)C(=O)c1cn(Cc2ccc(Cn3cc(C(=O)C(=O)NCc4ccccc4)c4ccccc43)cc2)c2ccccc12	105	97	98	101	89	nt	97	108	100
CCCCCSc1c(Cl)c(Cl)c(SCCCCC)c(Cl)c1Cl	98	103	87	98	89	103	106	106	nt
CN(CCC#N)c1ccc(/C=C(\C#N)c2ccc(Br)cc2)cc1	56	11	65	78	61	87	79	27	64
CO[C@@H]1[C@@H](OC(N)=O)[C@@H](O)[C@H](Oc2ccc3c(O)c(NC(=O)c4ccc(O)c(CC=C(C)C)c4)c(=O)oc3c2C)OC1(C)C	109	112	97	97	87	102	118	101	93
Cc1cc(C)nc(NS(=O)(=O)c2ccc(N)cc2)n1	106	109	111	97	96	106	102	100	109
CCCCCN1C(=O)CCC1=O	106	102	105	101	86	111	106	111	103

Part of the list above in order of heavy-atom count, smallest number first.
SMILES	HCT-15	HT29	HCT-116	SN12C	UO-31	786-0	TK-10	SW-620	HCC-2998
Cc1cc(C)nc(NS(=O)(=O)c2ccc(N)cc2)n1	106	109	111	97	96	106	102	100	109
C=C(C)C(=O)N(C)c1cccc(-c2ccccc2)c1C	105	107	101	99	89	101	98	101	108
CN(CCC#N)c1ccc(/C=C(\C#N)c2ccc(Br)cc2)cc1	56	11	65	78	61	87	79	27	64
COc1ccc(-c2cc(-c3c[nH]c4ccccc34)nc(N)c2C#N)cc1	24	45	41	71	54	41	108	48	77
COc1ccc(-c2c[nH]c(C(=O)NCCO)c2-c2cc(OC)cc(OC)c2)cc1	93	110	99	97	77	96	110	95	100
COc1cc(CNCCCCCCN2C(=O)c3cccc4cccc(c34)C2=O)ccc1O	75	27	31	70	24	58	85	58	-21*
CO[C@@H]1[C@@H](OC(N)=O)[C@@H](O)[C@H](Oc2ccc3c(O)c(NC(=O)c4ccc(O)c(CC=C(C)C)c4)c(=O)oc3c2C)OC1(C)C	109	112	97	97	87	102	118	101	93

Assay outcomes deposited in PubChem by NCI.
